# Bioassay records (PubChem BioAssay)
# ARFGAP1 inhibitor – inhibits rat ARF GTPase activating protein 1; inhibition, % at 16.5 µM; Q62848; 360,000 tested, 0.26% active; Arfgap1-stimulated ARF1 GTP hydrolysis, GDP FP detection;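 active means inhibition above a per-plate limit, mean inhibition of low control wells plus 3 SD, cut at about 25% in these data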;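 further: 0% = DMSO wells with enzyme and 100% = wells lacking Arfgap1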
# Target sequence (Q62848 1-136 limits assumed): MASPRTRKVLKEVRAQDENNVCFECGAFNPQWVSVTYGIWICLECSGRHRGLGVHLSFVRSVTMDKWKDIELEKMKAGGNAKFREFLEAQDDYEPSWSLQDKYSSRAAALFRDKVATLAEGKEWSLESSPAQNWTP
#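 Material – truncated rat Arfgap1 GAP domain · Buffer or medium – HEPES-based buffer, pH 7.5 · Reagent – human ARF1(Δ1-17)-GTP substrate · Dosing – 16.5 µM single point, 1.26% DMSO · Schedule – GTP hydrolysis reaction 2 h at 25 °C · Technique – GDP detection by fluorescence polarization · Benchmarks – No-Arfgap1 wells (100%) versus DMSO full-reaction wells (0%) · Repeats – single replicate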
# UHRF1 binding – UHRF1 methyl-DNA binding inhibition; inhibition, % at 4.4 µM; 370,000 tested, 0.75% active; UHRF1 binding to methylated oligo, TR-FRET; in the data active means inhibition above about 21%;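 further: UHRF1 SRA domain binding a hemimethylated CpG hairpin DNA probe; 0% = median of test compound wells and 100% = reference inhibitor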
# DDE Tn6 FP inh – inhibitors of Tn6 peptide binding to human fibrin DD(E); Fibrin DD(E) TRITC-Tn6 fluorescence polarization displacement; inhibition, % at 8.3 µM; 370,000 tested, 0.21% active; AID 720509;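 active means inhibition above a per-campaign cutoff: mean of compounds within control limits plus 3 SD, cut at about 15% in these data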;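 further: 0% = median of all compound wells on the plate and 100% = blocking peptide control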
# DDE Tn7 FP inh – disrupts Tn7 cyclic peptide binding to fibrin D-Dimer-E complex; FP displacement of FITC-Tn7 peptide from fibrin DD(E); 0% = median of compound wells per plate; 370,000 tested, 0.13% active; inhibition, % at 8.3 µM; P02675;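 active means inhibition above the mean of compounds falling within the control limits plus 3 SD of them, cut at about 14% in these data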;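 further: 0% = plate median of compound wells and 100% = 10 µM Aha-Tn7 peptide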
#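 Assay system: human fibrin DD(E). Input: DD(E) 2 µM final. Medium: Tris buffer with calcium and detergent, pH 7.8. Compound dosing: single point at 8.3 µM. Timing: 10 min plus 3 h, room temperature. Technique: fluorescence polarization of the labelled Tn7 tracer. Read-out: percent inhibition. Replicates: singlicate testing.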
# proKLK7 act – proKLK7 (human) activation, primary screen. 370,000 tested, 0.9% active. AID 652039. activation, % at 7 µM. purified proKLK7, EDANS-DABCYL substrate fluorescence; 100% is mature enzyme control, 0% vehicle. P49862;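 active means activation above the mean of all tested compounds plus 3 SD, computed per campaign excluding outliers beyond control limits, cut at about 13% in these data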
# Target sequence (P49862 whole entry, looked up): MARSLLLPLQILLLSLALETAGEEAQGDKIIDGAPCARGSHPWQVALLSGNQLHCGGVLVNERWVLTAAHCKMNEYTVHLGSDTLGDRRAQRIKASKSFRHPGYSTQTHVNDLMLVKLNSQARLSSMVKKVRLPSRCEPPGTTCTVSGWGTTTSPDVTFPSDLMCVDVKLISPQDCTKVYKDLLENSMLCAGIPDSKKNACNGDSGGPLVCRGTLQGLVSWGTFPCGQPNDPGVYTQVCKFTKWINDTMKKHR
# PLCb3 inh – inhibitors of human phospholipase C beta3 | Q01970 | Purified PLC-beta3, fluorogenic substrate, fluorescence | inhibition, % at 12.2 µM | 370,000 tested, 0.18% active; in the data active means inhibition above about 11%;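 further: 0% = median of compound wells on plate and 100% = full blocker control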
# PLC-gamma1 inh – blocks human PLC-gamma1 enzyme activity | P19174 | purified PLC-gamma1, fluorogenic substrate, fluorescence | inhibition, % at 12.2 µM | 370,000 tested, 0.84% active; in the data active means inhibition above about 9.5%
# MBD2 DNA inh – blocks human MBD2 binding to methylated DNA | Q9UBB5 | TR-FRET, MBD2 binding to methylated oligonucleotide | inhibition, % at 4.4 µM | 370,000 tested, 0.31% active | AID 686964; in the data active means inhibition above about 13%
# ADAM17 inh – inhibitors of human ADAM17; inhibition, % at 6.95 µM; 370,000 tested, 0.83% active; P78536; recombinant ADAM17, EDANS/DABCYL FRET peptide cleavage;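 active means inhibition above the mean of compounds lying between control limits plus 3 SD, set per campaign, cut at about 8.5% in these data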;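 further: 0% = DMSO-only wells as the low control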
# ASAP1 inh – blocks human ASAP1-stimulated Arf1 GTP hydrolysis; AID 624377; GDP FP detection; inhibition, % at 16.5 µM; 360,000 tested, 0.19% active; Q9ULH1; in the data active means inhibition above about 25%;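 further: 0% = vehicle with enzyme and substrate and 100% = no enzyme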
# * hit, by the source's call; . = not tested or not shown.
# The opening 2 records, ahead of the listing:
SMILES,ARFGAP1 inhibitor,UHRF1 binding,DDE Tn6 FP inh,DDE Tn7 FP inh,proKLK7 act,PLCb3 inh,PLC-gamma1 inh,MBD2 DNA inh,ADAM17 inh,ASAP1 inh
COc1ccc(C2SCC(C(=O)O)N2C(C)=O)cc1 (configuration not stated),-13,-2,-1,2,-0.2,5,5,-4,2,-2
CC(=O)c1ccc(NC(=O)C[n+]2ccccc2)cc1,-6,-1,-2,-9,-0.4,-4,6,4,1,3

# The whole of this part (from the top)
SMILES,ARFGAP1 inhibitor,UHRF1 binding,DDE Tn6 FP inh,DDE Tn7 FP inh,proKLK7 act,PLCb3 inh,PLC-gamma1 inh,MBD2 DNA inh,ADAM17 inh,ASAP1 inh
COc1ccc(C2SCC(C(=O)O)N2C(C)=O)cc1 (configuration not stated),-13,-2,-1,2,-0.2,5,5,-4,2,-2
CC(=O)c1ccc(NC(=O)C[n+]2ccccc2)cc1,-6,-1,-2,-9,-0.4,-4,6,4,1,3
CCCc1nc2c(C)cc(Br)cn2c1Cc1ccc(OC)cc1C,-4,0,-4,3,-0.2,-42,-25,-1,-8,-2
COc1ccc(S(=O)(=O)N(C)c2ccccc2)c2cccnc12,-4,-2,0,6,-0.1,-4,1,-6,-4,-10
O=C(COC(=O)CCCOc1ccc(Cl)cc1Cl)NCc1ccc(F)cc1,-2,5,5,2,0.2,-9,4,-4,4,-6
O=C(NCCCSc1ccccc1)c1ccc(=O)[nH]c1,0,1,1,-1,0.6,-6,7,0,-3,0
CCOC(=O)[C@]12CCCCC/C=C\1N(Cc1ccc(OC)cc1)C(=O)[C@H]2CC(=O)N1CCN(C(=O)C2CC2)CC1,.,0,0,4,0.9,0,1,-3,-2,.
C[C@@H]1CN(c2ccc(N3CCN(C(=O)OC(C)(C)C)C[C@@H]3C)cc2C#N)C[C@H](C)O1,4,3,-1,-6,-0.2,-133,-124,0,-8,-2
Cc1nonc1C(=O)N1CCCC(Nc2ccc(C(C)C)cc2)C1 (configuration not stated),-9,-2,-9,-8,-0.3,-4,5,-4,8,-12
c1ccc(-c2cc3nc(NCc4cccs4)nc(NCc4ccc5occc5c4)c3s2)cc1,3,-1,-1,3,-1.9,-4,-2,-7,-10,-1
Nc1ccc(Br)cc1-c1nc2ccccc2[nH]c1=O,-7,-4,5,1,0.3,2,1,2,-1,-2
CC(C)N=C(NS(=O)(=O)NC(=O)c1ccccc1)c1ccccc1,-13,1,1,-2,0.5,-2,2,0,-4,-2
CCOC(=O)C1=C(COC(=O)c2cc([N+](=O)[O-])ccc2Cl)NC(=O)NC1C (configuration not stated),-15,-4,9,3,-0.4,-4,0,-3,-4,6
CCN1CCN(CC(O)COC(c2ccccc2)c2ccccc2C)CC1 (configuration not stated),1,1,2,-5,-0.3,-1,0,2,-1,14
O=c1c2ccccc2c(-c2ccccc2)nn1-c1ccccc1,4,0,8,-1,0.0,-6,-1,-1,-6,-12
Cc1ccc(-c2nn(-c3ccccc3Cl)cc2C(=O)NCC2CCCO2)cc1 (configuration not stated),-9,0,-1,0,0.0,-3,-1,3,0,-15
c1ccc2c(c1)OCC(c1csc3ncnc(N4CCCCC4)c13)O2 (configuration not stated),2,5,-2,-3,0.4,-5,4,1,-1,-12
Cc1ccc(S(=O)(=O)N(C)c2ccc(OC(=O)COc3ccccc3)cc2)cc1,2,-1,4,-4,0.4,-7,3,2,0,1
O=C(N/N=C/c1cc(Br)ccc1OC(=O)c1ccc(Br)cc1)c1ccncc1,-2,2,-13,2,-2.3,-38,-21,11,-5,4
O=C1CC(=O)N(CCNc2ncc(C(F)(F)F)cc2Cl)C(=O)N1,9,2,0,-2,-0.3,-4,-3,1,-3,-1
NNC(=O)c1ccc(COCC(F)(F)F)cc1,-6,1,0,2,0.2,-13,-3,1,-5,-10
COc1ccc(Cl)cc1S(=O)(=O)NC(C)c1cnn(-c2ccccn2)c1C (configuration not stated),-5,0,1,1,-0.6,6,0,1,0,-6
NC1=NC2(CCCC2)N=C(Nc2ccccc2)N1,-1,3,7,12,0.0,-6,0,1,-3,-8
CC(c1ccco1)N(C(=O)COc1ccc(Cl)cc1Cl)c1ccccn1 (configuration not stated),0,-4,-5,2,-0.3,-1,-1,1,-2,-5

# Single records (already shown):
# CCN1CCN(CC(O)COC(c2ccccc2)c2ccccc2C)CC1 (configuration not stated) across the screens: ARFGAP1 inhibitor: 1; UHRF1 binding: 1; DDE Tn6 FP inh: 2; DDE Tn7 FP inh: -5; proKLK7 act: -0.3; PLCb3 inh: -1; PLC-gamma1 inh: 0; MBD2 DNA inh: 2; ADAM17 inh: -1; ASAP1 inh: 14
# CCOC(=O)C1=C(COC(=O)c2cc([N+](=O)[O-])ccc2Cl)NC(=O)NC1C (configuration not stated) across the screens: ARFGAP1 inhibitor: -15; UHRF1 binding: -4; DDE Tn6 FP inh: 9; DDE Tn7 FP inh: 3; proKLK7 act: -0.4; PLCb3 inh: -4; PLC-gamma1 inh: 0; MBD2 DNA inh: -3; ADAM17 inh: -4; ASAP1 inh: 6
# CCCc1nc2c(C)cc(Br)cn2c1Cc1ccc(OC)cc1C across the screens: ARFGAP1 inhibitor: -4; UHRF1 binding: 0; DDE Tn6 FP inh: -4; DDE Tn7 FP inh: 3; proKLK7 act: -0.2; PLCb3 inh: -42; PLC-gamma1 inh: -25; MBD2 DNA inh: -1; ADAM17 inh: -8; ASAP1 inh: -2
